Source: PubChem (The Scripps Research Institute Molecular Screening Center)
GPR7 antag – antagonists of human GPR7 (neuropeptides B/W receptor 1); hit rate 1.1% among 290,000; inhibition, % at 4.4 µM; P48145; AID 1861; GPR7-expressing cells, fluorescence antagonist assay; in the data active means inhibition above about 16%, passing the limit was not always enough;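 further: cells stimulated with the agonist NPW; 0% = agonist with vehicle and 100% = vehicle without agonist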
Target sequence (P48145 whole entry, looked up): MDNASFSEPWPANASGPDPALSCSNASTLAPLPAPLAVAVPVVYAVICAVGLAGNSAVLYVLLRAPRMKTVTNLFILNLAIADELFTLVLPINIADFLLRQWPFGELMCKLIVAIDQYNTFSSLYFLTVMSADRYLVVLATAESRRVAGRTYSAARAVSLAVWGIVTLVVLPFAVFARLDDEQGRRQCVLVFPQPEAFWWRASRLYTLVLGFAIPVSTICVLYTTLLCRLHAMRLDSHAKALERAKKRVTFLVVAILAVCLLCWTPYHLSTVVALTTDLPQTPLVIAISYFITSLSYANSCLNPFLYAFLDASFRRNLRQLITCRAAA
V1aR counter – V1a receptor agonism, counter-screen for OXTR agonists; P37288; CHO-V1R cells, Fluo-8 calcium fluorescence, agonist mode; 0% DMSO, 100% 3 nM vasopressin; activation, % at 3 µM; hit rate 0.25% among 320,000;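 active means activation above the mean activation of all tested compounds plus 3 SD, per screening run, cut at about 20% in these data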;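 further: signal is peak over basal fluorescence ratio across a 100 second FLIPR read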
Target sequence (P37288 whole entry, looked up): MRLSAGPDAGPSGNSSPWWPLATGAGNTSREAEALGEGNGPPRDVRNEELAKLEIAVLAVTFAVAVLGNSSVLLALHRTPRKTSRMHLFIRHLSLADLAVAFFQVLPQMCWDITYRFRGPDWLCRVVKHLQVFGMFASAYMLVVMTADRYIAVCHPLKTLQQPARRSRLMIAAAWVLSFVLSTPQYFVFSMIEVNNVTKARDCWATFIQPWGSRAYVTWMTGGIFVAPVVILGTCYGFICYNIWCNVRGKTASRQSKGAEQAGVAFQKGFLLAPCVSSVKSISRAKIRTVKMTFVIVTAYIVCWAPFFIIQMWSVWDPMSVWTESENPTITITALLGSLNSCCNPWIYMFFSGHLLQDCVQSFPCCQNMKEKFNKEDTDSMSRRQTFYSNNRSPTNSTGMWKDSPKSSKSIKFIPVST
CHO-K1 Ca antag – nonselective inhibitor or artifact in parental CHO-K1 cells. ATP-induced calcium, Fluo-8 fluorescence. inhibition, % at 3 µM. hit rate 0.6% among 360,000;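 active means inhibition above a per-plate cutoff, the plate's mean sample inhibition plus 3 SD, cut at about 24% in these data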;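 further: 0% = DMSO plus EC80 ATP and 100% = DMSO alone without ATP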
TAAR1 antag – human TAAR1 antagonism. hit rate 1.5% among 360,000. CHO RD-HGA16 TAAR1, Fluo-8 calcium fluorescence, antagonist. AID 624466. inhibition, % at 3 µM. Q96RJ0;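 active means inhibition above a per-plate cutoff, the mean inhibition of test compounds on that plate plus 3 SD, cut at about 49% in these data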;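 further: 0% = DMSO plus EC80 beta-PEA response and 100% = DMSO alone without agonist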
Target sequence (Q96RJ0 whole entry, looked up): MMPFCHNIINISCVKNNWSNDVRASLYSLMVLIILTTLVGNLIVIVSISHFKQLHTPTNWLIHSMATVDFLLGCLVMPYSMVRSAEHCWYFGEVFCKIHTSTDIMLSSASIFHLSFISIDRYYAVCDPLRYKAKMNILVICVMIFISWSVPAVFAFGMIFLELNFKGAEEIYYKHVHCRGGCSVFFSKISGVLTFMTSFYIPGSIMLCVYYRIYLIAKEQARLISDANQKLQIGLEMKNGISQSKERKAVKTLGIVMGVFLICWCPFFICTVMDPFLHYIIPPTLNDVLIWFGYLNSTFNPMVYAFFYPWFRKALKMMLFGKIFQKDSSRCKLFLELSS
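Test system: RD-HGA16 CHO cells with stable hTAAR1 and Gα16 / Probe or stimulus: EC80 β-phenethylamine stimulus / Times: seeding 17-24 h prior, 75-min 37 °C, 30-min RT dye loading / Detection: Fluo-8 calcium-sensitive fluorescence / Read-out basis: % inhibition scaled between DMSO and EC80 PEA controls / Repeats: singlicate, one well per test compound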
OXTR agonist – activates the human oxytocin receptor. CHO-OTR cells, Fluo-8 calcium fluorescence; normalized: DMSO 0%, oxytocin 100%. AID 2435. activation, % at 3 µM. hit rate 0.32% among 320,000;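 active means activation above the mean of all tested compounds plus 3 SD, cutoff set per screening run, cut at about 20% in these data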;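 further: peak over basal fluorescence ratio from a 100 s FLIPR kinetic read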
CHO parental Ca – counter-screen for OX1R antagonists: effect in parental CHO cells; parental CHO-K1, ATP-induced calcium, Fluo-8 fluorescence; AID 463079; inhibition, % at 5.6 µM; hit rate 0.63% among 330,000;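 active means inhibition above that plate's mean sample inhibition plus 3 SD, cut at about 26% in these data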;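 further: 0% = ATP-challenged DMSO wells and 100% = DMSO wells without ATP; some compounds past the cut are filed as inactive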
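Assay system – parental CHO cells · Reagent – ATP stimulus · Detection – intracellular calcium via Fluo-8 no-wash fluorescent dye · Evaluation – percent inhibition of ATP-evoked calcium rise, normalized to controls · Controls – ATP wells versus no-ATP DMSO wells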
M1 ag parental – counter-screen for M1 agonists: effect in parental CHO-K1 cells | Fluo-8 calcium fluorescence; scaled to maximal ATP response, vehicle zero | activation, % at 3 µM | hit rate 0.48% among 360,000 | AID 602248; in the data active means activation above about 15%;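 further: untransfected CHO-K1 host cells lacking M1 receptor as counterscreen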
OXTR potentiator – potentiators of human oxytocin receptor. activation, % at 3 µM. P30559. AID 2445. hit rate 0.061% among 320,000. CHO-OTR cells, Fluo-8 calcium fluorescence, potentiator mode; 0% = oxytocin EC15, 100% = EC100;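 active means activation above that plate's cutoff, the mean activation of tested compounds plus 3 SD, cut at about 6.6% in these data, passing the limit was not always enough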;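 further: 100% uses oxytocin at 75 nM as the full agonist control; some results filed as inactive read as strong as hits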
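Dosing: Single dose, 3.0 µM nominal final compound concentration | Material: Human OTR in CHO cells | Technique: Kinetic Fluo-8 calcium fluorescence | Benchmarks: EC15 oxytocin alone as 0%, 75 nM oxytocin as 100% | Probe or stimulus: Oxytocin at about EC15, sub-maximal agonist stimulus | Incubation: Compound 6 min at room temperature before oxytocin, 100 s read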
M1 PAM parental – M1 PAM counterscreen hit in parental CHO-K1 cells; AID 602247; ATP EC20, Fluo-8 calcium fluorescence; 0% at ATP EC20, 100% at ATP max; hit rate 0.02% among 360,000; activation, % at 3 µM;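 active means activation above the run cutoff, the mean activation of all test compounds plus 3 SD, cut at about 40% in these data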;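 further: peak over basal fluorescence ratio in a 140 s read after ATP addition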
Numbers without * were called inactive; x = no result given. This is a random part of the collection. About 3.5% of those tested had a hit in this group.

SMILES	GPR7 antag	V1aR counter	CHO-K1 Ca antag	TAAR1 antag	OXTR agonist	CHO parental Ca	M1 ag parental	OXTR potentiator	M1 PAM parental
COc1ccccc1N(C)S(=O)(=O)c1ccc(C(=O)Nc2cccc(Br)c2)cc1	x	3.7	-13	70*	3.0	8	1.3	-9	12
O=S1(=O)CC(N2CCN(CC3CC3)CC2)CN1Cc1ccccc1 (stereo unspecified)	x	x	9	-9	x	x	0.5	x	3
O=C(O)c1cc(O)c2c(c1)[C@H]([C@H]1c3cc(C(=O)O)cc(O)c3C(=O)c3c(O[C@@H]4O[C@H](CO)[C@@H](O)[C@H](O)[C@H]4O)cccc31)c1cccc(OC3O[C@H](CO)[C@@H](O)[C@H](O)[C@H]3O)c1C2=O (stereo partly specified)	x	-0.7	-1	-21	-0.4	2	0.5	-6	18
O=C(O)c1ccc2c3c(cccc13)C(=O)N(c1cccc3ccccc13)C2=O	-8	0.1	-14	5	0.2	-12	0.1	-7	15
CCCCOC(=O)c1[nH]c2c(c1C)C(=O)CC(c1cc(OC)c(OC)c(OC)c1)C2 (stereo unspecified)	20	6.4	11	46	5.8	62*	9.8	-8	6
N#CC1(Nc2cccc(Br)c2)C(=O)Nc2ccccc21 (stereo unspecified)	-1	5.2	4	26	13	-7	6.2	-12	0
COc1ccc(C2C(C(C)=O)=C(C)N=c3s/c(=C\c4cc(C)n(C)c4C)c(=O)n32)c(OC)c1 (stereo unspecified)	-6	40*	21	30	35*	21	15	-24	-10
COc1ccc(C(=O)N2CCN(CCNC(=O)C(=O)Nc3ccc(F)cc3)CC2)cc1OC	-16	1.7	-19	8	1.6	-17	4.0	0	26
COc1ccc(S(=O)(=O)N(C)C[C@H]2OCc3cnnn3CCCC(=O)N([C@H](C)CO)C[C@@H]2C)cc1	x	x	-5	-32	x	x	0.6	x	18
Oc1cccc(-c2ccc3nccn3c2)c1	x	x	-21	20	x	x	1.8	x	23
CCCn1c(N)nc2ccccc21	-1	0.9	-2	5	0.2	-15	0.4	-12	5
O=C(COC(=O)c1ccc(F)cc1F)Nc1ccc(Cl)cn1	x	0.2	-26	-6	-0.3	-5	0.6	-5	27
O=C(Cn1c(NCCO)nc2ccccc21)c1cccs1	3	1.0	-1	7	0.7	-14	0.6	-6	1
O=C1CC(N2CCCCCC2)C(=O)N1c1ccc(F)cc1 (stereo unspecified)	-12	0.2	-7	4	0.6	-8	0.3	-5	26
O=S1(=O)CCOCCCN1Cc1cccc(F)c1	7	1.0	-7	-16	0.3	-5	-0.2	-8	3
CC(OC(=O)CN1C(=O)NC2(CCCC2)C1=O)C(=O)Nc1cccc(Cl)c1Cl (stereo unspecified)	x	-0.2	-8	5	-2.4	-23	0.2	-5	9
Cc1c(C(=O)N2CCOCC2)c(S(=O)(=O)Nc2ccc(OC(F)(F)F)cc2)c(C)n1C	-2	-0.1	-7	-29	0.2	-21	-0.8	1	2
CCn1cc(CNC(=O)CCc2ccc(OC)cc2)cn1	-3	0.0	-13	-8	6.0	-10	0.3	-18	10
COc1ccc(NC(=O)c2cc3nc(-c4ccccc4)cc(-c4ccccc4)n3n2)c(OC)c1	-9	0.3	-4	4	-0.5	-12	0.2	-9	9
Cc1ccc(OC(=O)c2cncc(Br)c2)c(C)c1	-1	-0.5	-7	-20	-1.5	-5	0.6	-12	0
Cc1cc(C)nc(N/N=C/c2ccccc2OCc2ccccc2)n1	12	-0.4	-13	9	-2.2	-14	1.6	-7	21
COc1ccc(N(C)S(=O)(=O)c2cccc(C(=O)Nc3ccc4c(c3)OCCO4)c2)cc1	4	-1.3	8	36	-2.4	-3	5.5	-2	-9
CCOC(=O)Nc1ccc(OC(=O)Oc2ccc(NC(=O)OCC)cc2)cc1	x	x	-6	-17	x	x	-0.4	x	-12
C[C@H](CCCC/C=C/C(=O)O)O[C@@H]1O[C@@H](C)[C@H](O)C[C@H]1O	x	1.2	-9	0	0.8	-4	0.6	-3	12
Cc1noc(C)c1CSc1nnc(-c2cccnc2)n1C1CCCCC1C (stereo unspecified)	-9	0.2	2	-2	-0.2	1	0.4	-9	-2
(listing goes on)
SMILES	GPR7 antag	V1aR counter	CHO-K1 Ca antag	TAAR1 antag	OXTR agonist	CHO parental Ca	M1 ag parental	OXTR potentiator	M1 PAM parental
Cc1nc2ccc(NC(=O)[C@H](C)N3C(=O)C4CC=CCC4C3=O)cc2s1 (stereo partly specified)	x	0.7	-15	2	0.9	-19	0.2	4	5
O=C(NCCOCc1ccccc1)C(c1ccccc1)c1ccccc1	-8	-0.8	-3	0	-2.6	-8	0.2	-20	-7
COc1ccc(CCNC(=O)c2ccc3c(c2)NC(=O)C(C(C)C)N3)cc1OC (stereo unspecified)	-6	0.3	-13	-8	12	-5	2.7	-6	6
COc1cccc(OC)c1NC(=O)C1CCCN1C(=O)Nc1cccc(Cl)c1 (stereo unspecified)	-1	-0.1	-11	12	-0.2	-5	1.1	-14	3
COC(=O)c1ccc(NC(=O)CSc2nc(C)cc(=O)[nH]2)cc1	0	0.1	-2	-1	0.7	12	4.1	0	19
CC1CCN(C(=O)C2CCC(=O)N(Cc3ccc(Cl)cc3)C2)CC1 (stereo unspecified)	2	0.3	6	-5	-0.7	-12	0.8	-11	2
Cc1ccc(S(=O)(=O)Nc2cccc(-n3cnnn3)c2)cc1C(=O)O	-8	-0.3	-17	2	-0.6	2	0.1	-5	15
COc1ccccc1C(=O)OCC(=O)c1ccc(CNC(C)=O)s1	x	0.0	-18	-17	-0.1	-8	0.7	-5	-9
CC(C)c1nnc(NC(=O)c2cc3cc(Br)ccc3oc2=O)s1	-11	1.6	-2	-28	1.9	-13	0.8	-3	10
O=C(Nc1cccc(S(=O)(=O)N2CCCCC2)c1)c1ccccc1NS(=O)(=O)c1ccc(F)cc1	-3	10	23	13	9.2	-3	11	-10	-2
CNCC(=O)Nc1ccc(OC(F)(F)F)cc1	-12	0.5	-14	-18	2.1	18	2.6	-7	13
Cc1nn(CC(=O)N2CCC(C(N)=O)CC2)c(=O)c2nn(-c3ccccc3)c(C)c12	4	0.5	2	-16	0.6	-2	-0.1	-10	-17
CCS(=O)(=O)Nc1cccc(C2=NN(S(=O)(=O)c3ccc(C)cc3)C(c3cccs3)C2)c1 (stereo unspecified)	6	1.4	2	8	-1.9	-9	0.6	-6	12
N#CCC(CNc1ncc(C(F)(F)F)cc1Cl)OC(=O)c1cccc(C(F)(F)F)c1 (stereo unspecified)	-8	-0.4	-1	-13	-0.6	-17	0.2	2	13
CS(=O)(=O)c1ccc2nc(NC(=O)c3ccc(S(=O)(=O)NCC4CCCO4)cc3)sc2c1 (stereo unspecified)	0	0.2	-11	29	1.6	-2	2.0	2	10
CC(NC(c1ccccc1)c1ccccc1)C(=O)N1CCCc2ccccc21 (stereo unspecified)	-17	-1.2	-3	-6	-2.0	-37	-0.8	-6	1
CC(C)(C)[C@H]1COC(=O)[C@H](NC(=O)OCC2c3ccccc3-c3ccccc32)C/C=C\C[C@@H](CC(=O)N(CCO)Cc2ccccc2)C(=O)N1	x	1.1	-5	51*	-0.1	-13	0.2	-8	5
CCn1c(SCC(=O)n2c(C)c(C)c3ccccc32)nnc1-c1ccco1	-8	-0.4	-10	-7	0.1	3	0.4	-12	12
COc1ccccc1/C=C/CN1CCNC(=O)C1CC(=O)NCCc1cnccn1 (stereo unspecified)	-6	0.6	-5	-12	0.0	-4	0.4	-5	-16
O=S(=O)(Nc1nccs1)c1ccc(NCc2cc(Br)cc(Br)c2O)cc1	-11	5.2	-8	7	7.7	-4	0.9	-3	-3
O=C(c1ccc(CNS(=O)(=O)c2cccc(C(F)(F)F)c2)cc1)N1CCOCC1	-16	0.4	-18	20	1.0	-5	1.0	-5	12
COc1ccccc1NS(=O)(=O)c1ccc2oc(N)nc2c1	0	1.7	-13	0	1.4	-4	2.4	-6	3
O=C(NC1CCCCC1)C(c1cccs1)N(C(=O)Cc1c[nH]c2ccccc12)c1ccc(F)cc1 (stereo unspecified)	9	0.9	17	5	-2.3	-33	-0.7	-21	-4
COc1cc(S(=O)(=O)Nc2ccc(C)cc2)ccc1N=Cc1c(C)[nH]n(-c2ccc(C)cc2)c1=O	-6	1.2	-4	-21	-1.2	-21	0.0	-4	4
O=C(NNS(=O)(=O)c1ccc(F)cc1)c1ccccc1F	-8	1.0	-9	-7	1.4	-1	2.8	-1	20

One compound at a time, from the list above:
Results for CCn1c(SCC(=O)n2c(C)c(C)c3ccccc32)nnc1-c1ccco1 → GPR7 antag = -8; V1aR counter = -0.4; CHO-K1 Ca antag = -10; TAAR1 antag = -7; OXTR agonist = 0.1; CHO parental Ca = 3; M1 ag parental = 0.4; OXTR potentiator = -12; M1 PAM parental = 12
Results for COc1cccc(OC)c1NC(=O)C1CCCN1C(=O)Nc1cccc(Cl)c1 (stereo unspecified) → GPR7 antag = -1; V1aR counter = -0.1; CHO-K1 Ca antag = -11; TAAR1 antag = 12; OXTR agonist = -0.2; CHO parental Ca = -5; M1 ag parental = 1.1; OXTR potentiator = -14; M1 PAM parental = 3

Carrying on.
SMILES	GPR7 antag	V1aR counter	CHO-K1 Ca antag	TAAR1 antag	OXTR agonist	CHO parental Ca	M1 ag parental	OXTR potentiator	M1 PAM parental
CCN1CCN(c2ccc(S(=O)(=O)N3CCCCC3)cc2NC(=O)c2cccc(Cl)c2)CC1	x	2.2	0	-26	4.2	-8	2.0	-3	1
O=C(O)c1ccc(Oc2ccccc2)o1	-16	-0.2	17	-7	0.8	-5	0.8	4	-13
CC1CN(C(=O)CNC(=O)COc2ccccc2)CC(C)O1 (stereo unspecified)	x	0.9	-8	6	0.8	1	0.5	-8	11
CSc1nsc(SCC(=O)NC2CCCCC2)n1	-6	-0.9	11	-6	-1.6	-2	-0.4	-5	-7
CCOc1ccc(CN2CCNC(=O)C2CC(=O)NC2CCOCC2)cc1 (stereo unspecified)	-15	0.2	-1	-18	0.9	-1	1.1	-2	1
Cc1ccc(SCC(=O)Nc2ccc(N3CCN(c4ccccc4)CC3)c(F)c2)cc1	3	-2.4	2	4	-0.1	6	-0.3	-2	10
COc1ccccc1CNC(=O)COC(=O)CCC(=O)c1cccs1	-13	-0.4	-13	-6	-0.3	-9	0.2	-7	7
CCOC(=O)c1sc(=S)n(C)c1NC(=O)c1cccc(Br)c1	-6	6.5	7	-3	6.4	-17	8.5	-14	-13
Cc1noc(C)c1C(c1ccccc1)S(=O)(=O)c1ccccc1 (stereo unspecified)	-4	-0.8	28*	-43	-1.7	-14	0.3	6	-11
COc1ccc(C(C)NC(=S)NCc2ccc(F)cc2)cc1 (stereo unspecified)	1	8.9	-3	9	8.9	-7	11	-16	-3
